Source: PubChem (The Scripps Research Institute Molecular Screening Center)
proCasp3 act: procaspase-3 (human) activation; 0.11% of 330,000 active; AID 463141; recombinant procaspase-3 D3A, Ac-DEVD-pNA absorbance 405 nm; activation, % at 8.5 µM;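 active = activation above the mean of all tested compounds plus 3 SD, cut at about 21% in these data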;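 also: 0% = DMSO alone and 100% = DMSO wells spiked with extra 5 µM PC-3 D3A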
Target sequence (P42574 whole entry D9A/D28A/D175A): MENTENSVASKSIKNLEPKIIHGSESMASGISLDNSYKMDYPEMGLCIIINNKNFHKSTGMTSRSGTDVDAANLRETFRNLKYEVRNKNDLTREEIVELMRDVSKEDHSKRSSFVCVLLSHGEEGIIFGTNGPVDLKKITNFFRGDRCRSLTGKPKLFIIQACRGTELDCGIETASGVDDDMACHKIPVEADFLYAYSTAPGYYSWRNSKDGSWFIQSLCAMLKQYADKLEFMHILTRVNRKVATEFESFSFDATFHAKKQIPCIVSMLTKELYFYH
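Compound: 8.5 µM single point, 0.8% DMSO / Material: Autoprocessing-dead procaspase-3 D3A mutant enzyme / Timing: 1 h preincubation plus 2 h reaction at 25 °C / Medium: Zinc-free HEPES/NaCl buffer with 0.01% Triton X-100 at pH 7.4 / Technique: 405 nm absorbance of p-nitroaniline, reads at 0 and 120 min / Repeats: one well per compound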
core dimer inh: HCV core protein dimerization inhibition. TR-FRET GST/Flag-core106 dimerization, 1536-well. 0.33% of 300,000 active. inhibition, % at 5 µM;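 active = inhibition above the mean of all tested compounds plus 3 SD, set per screening campaign, cut at about 45% in these data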
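Assay system: Tagged HCV core106 pair (GST and Flag) | Buffer or medium: KF-containing HEPES buffer, pH 7.45, DTT, CHAPS, BSA | Also added: Eu donor and XL665 acceptor anti-tag antibodies | Dosing: One concentration, 5 µM, in 0.5% DMSO | Timing: 4 h at 22.5 °C | Technique: TR-FRET 671 and 617 nm emission | Repeats: Singlicate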
AHR activator: human AHR activation; 2.5% of 320,000 active; P35869; activation, % at 5 µM; AHR-responsive luciferase reporter cells, luminescence; in the data active = activation above about 47%;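 also: 0% = vehicle wells and 100% = reference agonist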
proCasp7 act: counter-screen: procaspase-7 (human) activation; P55210; 0.093% of 330,000 active; activation, % at 8.5 µM; recombinant procaspase-7, Ac-DEVD-pNA absorbance 405 nm; D23A/D198A/D206A triple mutant, cannot self-cleave; scale: DMSO 0, 5 µM enzyme 100;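 active = percent activation above the screen-wide mean plus 3 SD, cut at about 25% in these data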
Target sequence (P55210 whole entry D23A/D198A/D206A): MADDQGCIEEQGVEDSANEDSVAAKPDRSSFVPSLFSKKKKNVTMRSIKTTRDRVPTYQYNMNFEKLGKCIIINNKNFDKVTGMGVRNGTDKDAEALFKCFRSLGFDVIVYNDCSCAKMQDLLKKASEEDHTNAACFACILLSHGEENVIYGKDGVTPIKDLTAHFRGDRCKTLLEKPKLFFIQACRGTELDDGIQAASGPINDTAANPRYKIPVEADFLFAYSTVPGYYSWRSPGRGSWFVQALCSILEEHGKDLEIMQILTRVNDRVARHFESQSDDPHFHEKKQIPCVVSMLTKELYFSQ
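Replicates: singlicate. Assay system: Procaspase-7 triple mutant (PC-7 D3A). Signal: 405 nm absorbance of p-nitroaniline. Times: 1 h preincubation, 2 h reaction. Buffer or medium: Zinc-free HEPES pH 7.4 with 300 mM NaCl, 0.01% Triton X-100. Also added: DEVD-pNA substrate. Benchmarks: DMSO wells as 0%, DMSO with 5 µM added PC-7 as 100%.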
PP5 primary: inhibitors of human protein phosphatase 5 (PP5); purified PP5c, OMFP substrate fluorescence; inhibition, % at 6.7 µM; AID 1987; 0.18% of 320,000 active; P53041;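 active = inhibition above the campaign's mean inhibition across all tested compounds plus 3 SD, cut at about 9.5% in these data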;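 also: 0% = DMSO only and 100% = 100 µM cantharidin control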
PP1 inh: PP1-alpha (human) inhibition in PP5 counter-screen. P62136. purified PP1alpha, OMFP fluorescence. inhibition, % at 6.7 µM. 0.9% of 320,000 active. AID 2235;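 active = inhibition above the mean inhibition of all tested compounds plus 3 SD, computed separately for each screening campaign, cut at about 15% in these data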
Target sequence (P62136 whole entry, looked up): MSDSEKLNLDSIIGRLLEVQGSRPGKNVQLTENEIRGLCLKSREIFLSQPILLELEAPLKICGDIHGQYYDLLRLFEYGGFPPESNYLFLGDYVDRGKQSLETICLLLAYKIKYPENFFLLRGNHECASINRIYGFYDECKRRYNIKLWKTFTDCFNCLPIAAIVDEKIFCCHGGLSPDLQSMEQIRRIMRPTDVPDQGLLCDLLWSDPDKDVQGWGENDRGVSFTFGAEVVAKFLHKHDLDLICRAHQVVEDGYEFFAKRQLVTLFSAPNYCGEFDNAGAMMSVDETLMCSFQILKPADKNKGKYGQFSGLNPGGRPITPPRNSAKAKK
TPT1 inhibitor: blocks Candida albicans tRNA 2'-phosphotransferase | recombinant caTPT1, FP RNA substrate dephosphorylation | inhibition, % at 5 µM | 0.81% of 300,000 active | AID 1962;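 active = inhibition above the mean of all tested compounds plus 3 SD, set per screening campaign, cut at about 24% in these data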;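 also: plate controls were DMSO alone for no effect and ferristatin control at 100 nM for full effect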
PAFAH2 FP inh: PAFAH2 (human) inhibition. recombinant PAFAH2, FP-rhodamine activity probe, fluorescence polarization. AID 492956. 0.99% of 340,000 active. Q99487. inhibition, % at 3.39 µM;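 active = inhibition above the mean over all tested compounds plus 3 SD, cut at about 30% in these data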;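 also: inhibitors block probe labeling of enzyme so polarization drops; 0% = enzyme with DMSO and 100% = wells lacking PAFAH2 protein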
CTSL1 counter: cathepsin L1 inhibition, PFM18AAP counter-screen; recombinant F. hepatica cathepsin L1, Z-Leu-Arg-MCA fluorescence; AID 1906; 0.49% of 300,000 active; inhibition, % at 5.96 µM;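 active = inhibition above the mean of all tested compounds plus 3 SD, set per screening campaign, cut at about 17% in these data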;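 also: 0% = plate median of test compound wells and 100% = 1 µM Z-Phe-Ala-diazomethylketone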
An asterisk follows results filed as active; x = no result given. Hits appear at their usual frequency (roughly 5.6% active in at least one column).

SMILES	proCasp3 act	core dimer inh	AHR activator	proCasp7 act	PP5 primary	PP1 inh	TPT1 inhibitor	PAFAH2 FP inh	CTSL1 counter
O=S(=O)(c1ccc(Nc2ccc3c(c2)OCO3)nc1)N1CCOCC1	6	1	11	-4	4.2	-2	0	-7	1
O=S(=O)(NCCc1ccccn1)c1cc(Cl)cc(Cl)c1O	0	x	-2	11	1.0	-3	x	12	x
CC1CCc2c(sc3ncnc(NCc4cccnc4)c23)C1 (stereo unspecified)	0	2	34	8	-0.9	0	-2	1	1
CCC(CC)c1nnc(NC(=O)CCc2ccccc2OC)s1	4	-4	8	-5	-0.7	-4	-2	-4	3
CN(Cc1cn(C)nc1-c1cccc(Cl)c1)CC1CCCCO1 (stereo unspecified)	5	-4	5	6	2.3	3	-2	8	1
O=C(Nc1ccc(Br)cc1)/C(=C/c1cccc([N+](=O)[O-])c1)NC(=O)C1CCCCC1	8	22	-2	-1	3.2	1	-1	-23	3
O=C(c1cc(S(=O)(=O)N2CCOCC2)ccc1F)N(CCc1ccccc1)Cc1ccccc1	3	2	3	-2	3.1	-1	0	3	5
CC1CN(C(=O)c2cc(S(=O)(=O)N3CCCC3)c(Cl)cc2Cl)CC(C)O1 (stereo unspecified)	8	2	-1	0	2.1	-1	1	-2	-3
CCCn1nc(Oc2nc(N(C)C)nc(N(C)C)n2)ccc1=O	6	0	4	3	3.1	0	4	-1	-2
COc1cc(OC)cc(C(=O)O/N=C(\N)c2cccc(C)c2)c1	-1	-5	41	3	1.8	-1	-1	4	-4
CCCC1=Nc2cc(C(=O)NCc3ccco3)ccc2Sc2ccccc21	-3	2	1	1	3.0	1	3	-2	-4
CC(C)(C)NC(=O)c1cc(NC(=O)c2ccco2)cc(NC(=O)c2ccco2)c1	3	-5	25	10	-1.3	-3	-1	-6	-2
O=C(CN1C(=O)NC2(CCCC2)C1=O)Nc1cc(S(=O)(=O)N2CCOCC2)ccc1OCC(F)(F)F	-1	1	-1	1	1.6	-4	-3	-3	-2
COCCCN1C(=O)N(c2ccc(F)cc2)C(=O)C1CC(=O)Nc1ccc(OC)cc1 (stereo unspecified)	-4	-6	-1	10	-1.0	-4	-2	3	-4
O=C(COC(=O)c1cc([N+](=O)[O-])ccc1NCCO)Nc1cccc(S(=O)(=O)N2CCCC2)c1	6	-1	0	-3	0.7	-1	-2	12	-6
CCC(=O)Nc1ccc(NC(=O)CCc2ccccc2)cn1	4	3	1	1	0.9	0	-4	-6	-10
O=C(N1CCCCC1)N1CCC(c2nc3ccccc3[nH]2)CC1	4	2	-3	9	-0.1	-5	-3	5	-3
CC(=O)Nc1ccc(S(=O)(=O)N(C)CC(=O)OCC(=O)N(C)C2CCS(=O)(=O)C2)cc1 (stereo unspecified)	-9	3	0	1	-0.5	2	-2	-2	3
CCCCN(C(=O)c1ccc(C#N)cc1)c1c(N)n(CCC)c(=O)[nH]c1=O	5	-1	-1	11	-1.6	-4	-2	5	-4
COCCN(C(=O)C(C)C)c1nnc(-c2cccc(C)c2)s1	-9	4	19	5	3.2	-2	1	-3	1
CCCC(C)C(=O)Nc1cc(S(=O)(=O)N2CCCCC2)ccc1N1CCOCC1 (stereo unspecified)	11	x	4	-7	1.6	0	x	5	x
Cc1ccccc1NC(=O)NCCc1c[nH]c2ccccc12	-1	4	0	-4	-1.1	-4	-1	1	0
CC(=O)c1c(C)[nH]c(C(=O)OCc2ccc([N+](=O)[O-])cc2)c1C	-10	-13	14	-16	3.5	3	-2	-2	3
CC(=O)c1ccc2oc3ccccc3c(=O)c2c1	-1	12	-5	-15	2.1	-3	0	2	5
O=C(NCc1n[nH]c(=S)n1-c1ccc(Cl)c(Cl)c1)c1ccc(S(=O)(=O)N2CCOCC2)cc1	-3	-7	0	6	0.7	3	-2	0	1
O=C(NNC(=O)c1cc2c(s1)CCCC2)c1ccccc1	6	-2	5	-1	-1.7	-3	-4	-2	9
CCOC(=O)C1CCCN(C(=O)COC(=O)c2cc(=O)c3ccccc3o2)C1 (stereo unspecified)	7	-4	1	9	0.7	-2	-3	5	3
Cn1c(SCc2cccc(Br)c2)nnc1-c1ccncc1	-2	3	-1	6	-0.3	2	-1	-4	-5
COc1ccc(NC(=O)c2cccnc2)cc1	6	-4	0	-2	1.5	-3	0	3	-3
Cc1[nH]c2ccc(F)cc2c(=O)c1SC(F)(F)C(F)F	0	0	2	6	-1.2	0	1	-13	-3

2 of the compounds above, comma-delimited.
canonical_smiles,proCasp3 act,core dimer inh,AHR activator,proCasp7 act,PP5 primary,PP1 inh,TPT1 inhibitor,PAFAH2 FP inh,CTSL1 counter
CC(=O)Nc1ccc(S(=O)(=O)N(C)CC(=O)OCC(=O)N(C)C2CCS(=O)(=O)C2)cc1 (stereo unspecified),-9,3,0,1,-0.5,2,-2,-2,3
COCCN(C(=O)C(C)C)c1nnc(-c2cccc(C)c2)s1,-9,4,19,5,3.2,-2,1,-3,1

Next part
SMILES	proCasp3 act	core dimer inh	AHR activator	proCasp7 act	PP5 primary	PP1 inh	TPT1 inhibitor	PAFAH2 FP inh	CTSL1 counter
O=C(CSc1ccc2nnc(-c3ccccc3)n2n1)NCc1ccc2c(c1)OCO2	9	-2	56*	2	0.2	-3	-5	2	-1
CCOCCCNC(=O)c1ccc(NC(=O)C2=CSCCO2)cc1	-3	-15	5	2	1.5	0	2	4	0
CC(C)(C)c1ccc(/C=N/Nc2cccc(C(=O)O)c2)cc1	3	7	-4	-6	-4.3	-1	-5	2	-5
CCOC(=O)c1ccc(CNC(=O)Cn2nnc(-c3ccccc3F)n2)o1	0	4	0	5	0.8	-2	-1	0	-1
CCCNC(=O)C(Cc1ccc(I)cc1)NC(=O)c1ccc(C#N)cc1 (stereo unspecified)	3	x	4	-1	-1.9	-5	x	9	x
COc1ccc(C(=O)Nc2cccc(C(C)=O)c2)c(OC)c1OC	-4	0	3	4	0.9	-1	1	2	-1
CC(NC(=O)c1cccs1)C(c1cccs1)N1CCN(Cc2ccccc2)CC1 (stereo unspecified)	8	-5	-1	-11	-0.8	-6	-2	6	1
O=c1[nH]c(CSc2nc3ccccc3[nH]2)nc2c1cnn2-c1ccccc1	13	-9	1	-9	2.1	1	0	-4	13
OCC(O)C(O)C(O)C(O)c1nc2ccccc2[nH]1 (stereo unspecified)	-1	11	1	-9	1.2	-1	-3	2	-4
O=C(c1ccc(C(F)(F)F)n(Cc2ccc(Cl)cc2)c1=O)N1CCOCC1	2	6	0	-7	0.6	2	1	1	-4
O=C(/C=C/c1cc(Br)ccc1F)Nc1cccnc1	5	3	20	-5	-4.7	2	-5	1	12
COc1ccc(OC)c(CCNC(=O)CCc2nnc3ccc(N4CCOCC4)nn23)c1	-2	-5	8	9	-0.1	-2	0	1	-1
Cc1ccc(Cl)cc1N1CCN(C(CC(C)C)c2nnnn2CC2CCCO2)CC1 (stereo unspecified)	4	-3	1	1	0.4	-4	8	5	-2
CC(=O)c1sc(NC(=O)c2cccc3ccccc23)nc1C	4	2	4	16	1.2	-1	1	-1	3
CCOC(=O)N(Cc1ccccc1)Cc1ccc(C(=O)N[C@@H](Cc2ccccc2)C(=O)O)cc1	-1	3	0	5	0.4	-3	1	7	6
CC(C)NC(=O)COC(=O)c1ccc(Oc2ccccc2)cc1	2	-1	0	10	0.7	-1	-2	67*	1
O=C(NCCC1=CCCCC1)c1c(O)nc2ccccn2c1=O	4	-4	8	9	2.2	15*	-5	10	-2
O=C(Nc1nc2c(s1)CCCC2)c1cc(-c2ccc3c(c2)OCO3)nc2ccccc12	3	26	57*	1	-1.9	1	-3	x	2
C=CCNCCOCCOc1ccccc1-c1ccccc1	3	1	5	13	3.3	-5	-2	7	-2
O=C(NCc1cccnc1)/C(=C\c1ccc(-c2cccc(Cl)c2)o1)S(=O)(=O)c1ccccc1	-8	3	3	7	0.7	3	2	4	-2
Cc1cc(C)n(CCNC(=O)C2CCC(=O)N(CCc3cccc(F)c3)C2)n1 (stereo unspecified)	0	-5	0	-3	1.8	0	-2	3	-1
COc1ccc(C2=C/C(=C\c3ccccc3OC(C)=O)C(=O)O2)cc1	12	6	2	-14	-0.5	2	13	-4	-8
COc1ccc(C)cc1N(CC(=O)NC1CCCC1)C(=O)CCC(=O)Nc1nc(C)cs1	-1	10	-1	7	1.2	-2	-4	1	4
Cc1c(/C=N/NC(=O)CNc2ccccc2)c2ccccn2c1C(=O)c1ccc(Cl)cc1	-8	36	17	4	4.9	21*	3	6	6
COc1ccc(N2CCN(C(=O)C3Cc4ccccc4CN3C(=O)c3ccco3)CC2)cc1 (stereo unspecified)	3	x	1	1	-0.3	0	x	6	x
CCCCNC(=S)NC(=O)c1ccc(Cl)cc1Cl	4	7	5	-10	5.9	4	1	6	-1
O=C(COc1ccc(C(=O)c2ccccc2)cc1)NC1CCCCC1	11	8	1	7	4.3	-2	-2	11	-1
CC1=CC(=C2C(=O)c3ccccc3C2=O)C=C(C)N1C	1	-10	15	5	5.4	-1	0	-6	4
COc1ccc(NC(=O)COC(=O)COc2cccc(Br)c2)cc1OC	0	-8	0	7	0.2	2	0	0	-19
O=S(CC1CC1(Cl)Cl)CC1CC1(Cl)Cl (stereo unspecified)	-4	-14	1	-3	1.4	-1	-1	0	-5
CCOc1cc(S(=O)(=O)NC2CC(C)(C)NC(C)(C)C2)ccc1Cl	5	2	1	2	3.6	-1	-5	4	2
Cc1c(Cl)cccc1NC(=S)NCCc1ccccn1	-5	2	0	-6	-0.5	-3	-1	2	-1
CCOC(=O)Cn1nc(/C=C/c2ccccc2)ccc1=O	-7	1	2	-2	0.6	-2	-1	-3	0
COC(=O)C1=CN(Cc2ccc(F)cc2)C=C(C(=O)OC)C1c1cc(OC)c(OC)c(OC)c1	-1	16	6	0	3.6	0	-3	10	1
COc1ccc(/C=N/Nc2nc(C)cc(-c3ccccc3)n2)c(OC)c1	0	3	8	16	-1.7	-2	-1	8	5
Cc1noc(C)c1S(=O)(=O)N(CCc1ccccc1)Cc1ccccc1	1	-1	1	-2	0.5	2	-3	9	4
COc1ccccc1OCC(=O)Nc1ccc(S(=O)(=O)Nc2cc(C)nc(C)n2)cc1	-1	-3	8	-3	1.5	2	-2	-3	-2
Cc1cc2[nH]c3c(c[n+](C)c4ccccc34)c2cc1C	-9	1	6	-14	-1.1	1	2	0	3
CCCn1c(C2CCCN2c2nc(-c3ccc(C)cc3)cs2)nc2cc(Cl)c(N3CCCCC3)cc21 (stereo unspecified)	-5	-3	6	-3	2.9	-1	-29	1	-5
COc1ccc(C(=O)CSc2nnc(-c3ccoc3C)n2CC2CCCO2)cc1 (stereo unspecified)	-1	11	-3	0	-0.2	2	5	-3	0
CC(O)[C@H]1CNC(=O)C(=O)N1CCc1cccc2ccccc12 (stereo partly specified)	11	-13	1	2	1.6	2	-3	5	2
